BRCA1 expr up – increases BRCA1 expression. MCF7-BRCA1-FFLuc reporter, luminescence, 48 h; response scale: scaled: vehicle 0%, 10 µM genistein 100%. Potency, µM (doses to about 46.1 µM), for inactives: top-dose activation, hits mostly activators. 380,000 compounds, 1.1% hits; also: potency is read from the fitted curve at half-maximal effect; nearly all actives have a fitted effect of over 80% in size; some results filed as inactive show a strong effect at the top dose
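Luminescence from a BRCA1-driven firefly luciferase in MCF7 cells was read after 48 h compound exposure at 37 C. Data normalized against DMSO and a 10microM genistein activation control, then curve-fitted across the titration.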
Tb PFK block – T. brucei PFK enzyme inhibition | 330,000 compounds, 0.17% hits | T. brucei PFK, ADP-Glo luminescence | Potency, µM (highest dose often 57.5 µM), without a hit: at the highest dose activity, negative = inhibition, actives largely listed as inhibitors;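 also: potency is read from the fitted curve at half-maximal effect; 0% = uninhibited 1x PFK enzyme wells and -100% = no-enzyme wells; nearly all actives have a fitted effect of over 60% in size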
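Luminescent ADP detection (ADP-Glo, two-step: ATP depletion then ADP-to-ATP conversion for luciferase) reported PFK activity after 45 min room-temperature reaction of 1.25 nM enzyme with 0.5 mM F6P and 0.1 mM ATP at pH 8.0.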
ELG1 genotoxic – induces genotoxicity in HEK293T cells with luciferase-tagged ELG1. HEK293T ELG1-luciferase reporter, luminescence, 16 h. Potency, µM (series often up to 46 µM), without a hit: at the highest dose activity change, positive = activation, most hits filed as activators. 330,000 compounds, 1.3% hits; also: potency is read from the fitted curve at half-maximal effect; % of control where 0% means no effect; nearly all actives have a fitted effect of over 60% in size
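Quantitative HTS format in 1536-well plates. HEK293T ELG1-luciferase reporter cells receive test compound and are incubated 16 hr at 37 °C, 5% CO2; ONE-Glo added, 30 min room temperature, then luminescence read.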
NPC1 prom act – activates the NPC1 promoter; Huh7 NPC1 promoter luciferase reporter, 24 h; Potency, µM (doses to about 9.22 µM), for inactives: at the highest dose activation, usual class: activators; 320,000 compounds, 2.4% hits; AID 485313;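 also: potency is read from the fitted curve at half-maximal effect; % of control where 0% means no effect; nearly all actives have a fitted effect of over 60% in size; reporter is driven by a mutant NPC1 promoter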
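Huh7 cells stably carrying NPC1 promoter–luciferase, plated in Opti-MEM with 10% FBS for 2 h, were exposed to compound in DMSO for 24 h at 37 °C; luciferase reagent was added for 10 min and luminescence read.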
ELG1 repair inh – blocks ELG1-dependent DNA repair in HEK293T cells. HEK293T ELG1-luciferase reporter, luminescence, 16 h; DNA damage induced by 5-fluorouridine. Potency, µM (titrated, usually from 46.1 µM), for inactives: at the highest dose activity change, negative = inhibition, actives largely listed as inhibitors. 330,000 compounds, 2.3% hits; also: potency is read from the fitted curve at half-maximal effect; % is scaled to controls: 0 for no effect and ±100 for the full control effect; nearly all actives have a fitted effect of over 55% in size
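Reporter activity after DNA damage by 5-fluorouridine is monitored. Compound-treated cells incubate 16 hr at 37 °C, then ONE-Glo is added for 30 min before luminescence reading.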
TRPV1 ag – agonists of human vanilloid receptor 1 (TRPV1). TRPV1-expressing cells, Fluo-8 calcium influx, agonist mode. activation, % at 8.33 µM. 320,000 compounds, 0.19% hits. AID 540275; in the data active = activation above about 80%; inconclusive = between about 30% and that limit; also: 0% is about no effect
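Cells expressing TRPV1 were dye-loaded with Fluo-8 and read kinetically: 10 s baseline, 3 min after compound (agonist portion), then 2 min after EC20 capsaicin (allosteric enhancer portion). Calcium-bound dye fluorescence at 480/520 nm.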
RORg inh – inhibitors of mouse ROR gamma transcriptional activity | Drosophila S2 Gal4-RORgamma UAS-luciferase reporter, 20 h | Potency, µM (titrated, usually from 53.6 µM), for inactives: top-dose activity change, negative = inhibition, usual class: inhibitors | 310,000 compounds, 5.4% hits | AID 2551; also: potency is read from the fitted curve at half-maximal effect; % is scaled to controls: 0 for no effect and ±100 for the full control effect; nearly all actives have a fitted effect of over 60% in size
Target sequence (P51450 whole entry, looked up, the tested form may be a part): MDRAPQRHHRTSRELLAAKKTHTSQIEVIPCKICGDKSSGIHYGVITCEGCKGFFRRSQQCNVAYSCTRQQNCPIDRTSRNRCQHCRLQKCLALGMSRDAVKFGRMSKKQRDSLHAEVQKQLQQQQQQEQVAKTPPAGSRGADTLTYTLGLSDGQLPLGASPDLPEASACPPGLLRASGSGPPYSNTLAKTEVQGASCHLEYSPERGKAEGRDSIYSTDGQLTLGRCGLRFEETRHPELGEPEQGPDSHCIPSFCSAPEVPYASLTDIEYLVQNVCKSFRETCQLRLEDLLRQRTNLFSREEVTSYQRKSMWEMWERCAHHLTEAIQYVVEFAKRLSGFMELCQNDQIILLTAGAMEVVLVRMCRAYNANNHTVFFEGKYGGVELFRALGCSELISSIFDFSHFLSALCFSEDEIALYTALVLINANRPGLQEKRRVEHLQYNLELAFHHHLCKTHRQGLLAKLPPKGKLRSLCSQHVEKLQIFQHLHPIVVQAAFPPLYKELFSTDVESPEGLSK
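ROR gamma transcriptional activity was tracked as Gal4-UAS luciferase output in stably transfected Drosophila Schneider cells, with compound added 1 hr before 700 uM copper sulfate induction and a 20 hr ambient-temperature incubation.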
Rab9 promoter act – activators of Rab9 promoter; Huh7 Rab9 promoter-luciferase reporter, luminescence, 24 h; Potency, µM (titrated, usually from 9.22 µM), without a hit: at the top dose activation, negative = inhibition, actives largely listed as activators; 320,000 compounds, 2.8% hits; AID 485297; also: potency is read from the fitted curve at half-maximal effect; % of control where 0% means no effect; nearly all actives have a fitted effect of over 60% in size
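Promoter activation is measured as luciferase luminescence in Huh7 cells stably transfected with a Rab9 promoter–luciferase construct, following 24 h compound exposure at 37 °C and 10 min reagent incubation at ambient temperature.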
p53 reactivator – re-activators of mutant p53; H1299 p53-A138V BP100-luciferase reporter, luminescence, 24 h; AID 504706; Potency, µM (series often up to 92.2 µM), without a hit: at the top dose activity change, positive = activation, most hits filed as activators; 320,000 compounds, 0.063% hits; also: potency is read from the fitted curve at half-maximal effect; % of control where 0% means no effect; nearly all actives have a fitted effect of over 45% in size
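p53-null H1299 cells stably carrying temperature-sensitive p53-A138V and a BP100-luciferase reporter were pinned with compounds (4-point, 1:5 series) and held 24 hrs at 37 deg C. Luminescence was read 10 min after detection reagent.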
FLuc counter – inhibits or activates purified firefly luciferase, miR-21 counter-screen; P08659; purified FLuc, Km substrates, luminescence inhibition; Potency, µM (series often up to 57.5 µM), without a hit: at the highest dose activity change, negative = inhibition, actives largely listed as inhibitors; 360,000 compounds, 6.9% hits; AID 588342;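 also: potency is read from the fitted curve at half-maximal effect; plate controls were vehicle for no effect and reference inhibitor for full effect; nearly all actives have a fitted effect of over 55% in size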
Target sequence (P08659 whole entry, looked up): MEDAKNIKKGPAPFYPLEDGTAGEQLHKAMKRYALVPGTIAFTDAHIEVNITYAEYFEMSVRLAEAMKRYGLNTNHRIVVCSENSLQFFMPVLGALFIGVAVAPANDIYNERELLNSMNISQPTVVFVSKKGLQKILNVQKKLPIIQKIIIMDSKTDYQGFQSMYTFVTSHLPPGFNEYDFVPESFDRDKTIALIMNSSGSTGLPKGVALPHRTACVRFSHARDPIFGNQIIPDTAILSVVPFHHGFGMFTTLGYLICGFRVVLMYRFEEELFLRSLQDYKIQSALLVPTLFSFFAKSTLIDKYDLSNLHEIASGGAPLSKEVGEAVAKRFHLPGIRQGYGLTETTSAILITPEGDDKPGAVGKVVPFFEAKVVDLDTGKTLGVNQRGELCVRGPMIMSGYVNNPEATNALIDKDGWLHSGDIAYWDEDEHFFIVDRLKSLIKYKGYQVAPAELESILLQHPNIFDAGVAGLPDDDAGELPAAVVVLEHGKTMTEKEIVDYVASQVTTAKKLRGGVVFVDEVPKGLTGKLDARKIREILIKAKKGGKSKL
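Purified P. pyralis luciferase, 10 nM final, with Km-level 10 uM D-luciferin and 10 uM ATP in 50 mM Tris acetate pH 7.5, 10 mM Mg acetate, 0.01% Tween-20, 0.05% BSA; 6-point qHTS titration about 60 µM downward; luminescence read.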
Gal4-VP16 FLuc – inhibits Gal4-VP16 luciferase reporter, ROR gamma counter-screen; Drosophila S2 Gal4-VP16 UAS-luciferase, luminescence, 20 h; AID 2546; Potency, µM (titrated, usually from 53.6 µM), for the others: at the highest dose activity, negative = inhibition, usual class: inhibitors; 310,000 compounds, 3.5% hits;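 also: Gal4-VP16 expression switched on by copper sulfate through the metallothionein promoter; potency is read from the fitted curve at half-maximal effect; % is scaled to controls: 0 for no effect and ±100 for the full control effect; nearly all actives have a fitted effect of over 50% in size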
An asterisk follows results filed as active; ? = inconclusive; . = no result given; [ ] = remark or other dose. Unless noted, calls follow the shape of the dose curve; as a rule, active = well fitted curve in the direction sought with a large enough effect; inconclusive = small, poorly fitted or top-dose-only effect, or another doubt; inactive = no such curve, though single readings can be large; an effect the other way counts as inactive or inconclusive.

The opening 5 records, to show the layout:
The line under a structure holds: BRCA1 expr up | Tb PFK block | ELG1 genotoxic | NPC1 prom act | ELG1 repair inh | TRPV1 ag | RORg inh | Rab9 promoter act | p53 reactivator | FLuc counter | Gal4-VP16 FLuc
> O=C(c1cccs1)N1CCN=C1SCc1ccccc1F
→ -1% | 2% | -2% | 0% | -30% | 21 | 16% | 0% | -3% | -18% | -5%
> CCc1ccc(C(=O)NNC(=O)[C@H](C)NC(=O)c2ccco2)cc1
→ 3% | -1% | -1% | . | 16% | . | . | . | 2% | . | .
> COc1cc(OC)c(NC(C)C(=O)N2CCCC2)cc1Cl (centres undefined)
→ 0% | -14% | 2% | -1% | 2% | 2 | 11% | -3% | 1% | 1% | -2%
> COc1ccc(NC(=O)CN(Cc2ccco2)Cc2ccco2)cc1S(=O)(=O)N1CCCCC1
→ -5% | 1% | -9% | 0% | ? | 22 | . | -3% | -13% | . | .
> Cc1ccc(NC(=S)NC2CCCC2)cc1C
→ 88% | -2% | 6% | 10% | ? | 26 | 2.8µM* | ? | ? | ? | 3.5µM*

This part in full, previewed entries included:
The line under a structure holds: BRCA1 expr up | Tb PFK block | ELG1 genotoxic | NPC1 prom act | ELG1 repair inh | TRPV1 ag | RORg inh | Rab9 promoter act | p53 reactivator | FLuc counter | Gal4-VP16 FLuc
> O=C(c1cccs1)N1CCN=C1SCc1ccccc1F
→ -1% | 2% | -2% | 0% | -30% | 21 | 16% | 0% | -3% | -18% | -5%
> CCc1ccc(C(=O)NNC(=O)[C@H](C)NC(=O)c2ccco2)cc1
→ 3% | -1% | -1% | . | 16% | . | . | . | 2% | . | .
> COc1cc(OC)c(NC(C)C(=O)N2CCCC2)cc1Cl (centres undefined)
→ 0% | -14% | 2% | -1% | 2% | 2 | 11% | -3% | 1% | 1% | -2%
> COc1ccc(NC(=O)CN(Cc2ccco2)Cc2ccco2)cc1S(=O)(=O)N1CCCCC1
→ -5% | 1% | -9% | 0% | ? | 22 | . | -3% | -13% | . | .
> Cc1ccc(NC(=S)NC2CCCC2)cc1C
→ 88% | -2% | 6% | 10% | ? | 26 | 2.8µM* | ? | ? | ? | 3.5µM*
> CCO[C@H]1OC(C(=O)N2CCCCCCC2)=C[C@@H](c2csc3ccccc23)[C@@H]1CCCO
→ -1% | 0% | 0% | -3% | -21% | ? | 4% | -3% | -2% | -1% | 16%
> Cc1cc(S(=O)(=O)Nc2noc3ccccc23)ccc1F
→ -11% | 16% | -1% | -1% | -14% | -7 | -3% | -1% | -5% | 0% | 4%
> COc1ccc(CN2CCS(=O)(=O)CC2)cc1OC
→ 1% | -5% | 0% | -2% | -1% | 1 | 5% | 7% | -4% | 0% | 5%
> CCN(c1ccccc1)S(=O)(=O)c1ccc(Cl)c(NC(=O)CSc2nncs2)c1
→ -1% | 7% | -7% | 0% | ? | -3 | ? | 0% | -2% | -6% | -27%
> Fc1ccc(-c2nn(-c3ccccc3)cc2CNCc2ccccc2)cc1
→ -92%[inhibitor] | -3% | -6% | -3% | ? | 5 | ? | -9% | -7% | ? | ?
> O=C1NN(c2ccc(Cl)cc2)C(=O)/C1=C\c1ccc(-c2cccc(C(=O)O)c2)o1
→ 8.9µM* | -8% | 15% | 7% | ? | -3 | 25% | 14% | 9% | 17µM* | 3%
> COCCSc1nnc(NC(=O)C(C)(C)C)s1
→ 5.6µM* | -2% | 17% | ? | ? | 2 | -21% | ? | 4% | 15µM* | ?
> O=C(OCCCN1CCCC1)C1(c2ccccc2)CCCC1
→ -24% | -6% | -2% | -1% | 0% | 1 | 1% | -9% | ? | -2% | -4%
> CC1CCc2cc(F)ccc2N1C(=O)c1ccc2c(c1)OCO2 (centres undefined)
→ 0% | -8% | -5% | 1% | ? | 14 | 35% | -5% | -7% | 6% | -26%
> O=C(c1ccccc1)C1C(=O)c2ccccc2C1=O
→ -5% | ? | 2% | -2% | 12% | 0 | -11% | 5% | 8% | ? | -5%
> COC(=O)c1[nH]nc2c1C(=O)N(C1CCCCC1)C2=O
→ -1% | 7% | -4% | -6% | ? | 1 | 0% | 4% | 4% | -6% | ?
> CCOC(=O)CCCCC(=O)c1[nH]c(=O)[nH]c1CSCCO
→ 3% | -2% | 4% | -3% | 5% | -1 | 4% | -1% | -2% | 1% | -1%
> O=C1c2cccc3c([N+](=O)[O-])ccc(c23)C(=O)N1c1ccc(Cl)cn1
→ -91%[inhibitor] | 1% | 1% | -37%[inhibitor] | ? | 0 | ? | -30% | -35%[inhibitor] | 0% | 7.9µM*
> CS(=O)(=O)N(CCc1ccccc1)CC(=O)NCC1CCCO1 (centres undefined)
→ -2% | 0% | -1% | -2% | -5% | 27 | 9% | 1% | -1% | 2% | -8%
> CCc1nn(C(CC)C(=O)NCc2cccc(OC)c2)c(=O)c2cc3occc3n12 (centres undefined)
→ 11% | 2% | 0% | 1% | -1% | 3 | 0% | 0% | 4% | 1% | 18%
> Cc1cc(-c2cccc([N+](=O)[O-])c2)nc2ccccc12
→ -38% | 10% | -2% | 13% | ? | -4 | 12% | 1% | ? | ? | 13%
> CC1(C)C(C=C(Cl)Cl)C1C(=O)N(Cc1ccc(Cl)cc1)C1CCS(=O)(=O)C1 (centres undefined)
→ -42% | -2% | -7% | -2% | 1% | 3 | ? | 1% | 5% | 2% | -14%
> COc1cc(C#Cc2c(-c3cncn3C)n(C)c3ccc(-c4ccc(OC)nc4)cc23)cc(OC)c1
→ -89%[inhibitor] | -8% | -13% | -3% | 7.3µM* | 0 | . | -1% | -34%[inhibitor] | ? | .
> C/C(=N\O)c1ccc2c3c([nH]c2c1)CCCC3
→ 10µM* | -6% | ? | ? | ? | 7 | 43% | ? | ? | 11µM* | -17%
> CCCC(C)NC(=O)COC(=O)c1ccc(Cl)c(S(N)(=O)=O)c1 (centres undefined)
→ -34% | 2% | -2% | 0% | 1% | 1 | 3% | -9% | -3% | -1% | 9%
> NC(=O)N/N=C\c1cc(Br)ccc1O
→ -27% | 1% | 1% | -2% | 3% | -3 | -16% | -6% | 5% | 2% | -22%
> CC1CN(CCc2ccccc2)c2nc3c(c(=O)[nH]c(=O)n3C)n2C1 (centres undefined)
→ -50% | -2% | 0% | -1% | ? | 0 | 0% | -6% | -12% | 1% | -12%
> CCOC(=O)C1=C(C)N(C)C(=O)C1CC(=O)O (centres undefined)
→ 1% | 7% | -1% | 0% | 13% | -1 | -12% | -2% | 4% | 0% | -10%
> CCOC(=O)C1=C(C)NC(SCC(=O)O)=NC1c1ccccc1 (centres undefined)
→ 8% | -6% | -3% | -2% | -6% | -6 | -11% | 4% | 14% | 0% | 7%
> O=C(CCCOc1ccc(Cl)cc1Cl)Nc1ccncc1
→ 38% | -1% | 0% | -3% | -13% | 80* | -6% | 0% | -1% | 24µM* | ?
> CC(=O)c1ccc(N2CCCCCC2)c(F)c1
→ 19% | -1% | 13% | 0% | ? | 19 | 5% | 21% | 14% | ? | -5%
> O=C(O)CCCn1c(=S)[nH]c2c(sc3ccc([N+](=O)[O-])cc32)c1=O
→ -13% | 3% | 3% | -3% | 2% | 2 | -37% | 1% | 2% | ? | -11%
> O=C(NC(=S)N1CCc2ccccc21)c1ccccc1Br
→ 7% | 0% | -4% | 8% | ? | -2 | 0.1µM* | 14% | 26% | -16% | 0.89µM*
> CCOC(=O)c1ccc2nc(Nc3nc4ccc(F)cc4s3)sc2c1
→ ? | 0% | -10% | -31%[inhibitor] | ? | 0 | 0.79µM* | -39%[inhibitor] | ? | ? | -18%
> O=C(NC1CCCCC1)c1cccc(S(=O)(=O)N2CCOCC2)c1
→ 8% | -1% | -1% | -1% | -5% | 9 | 6% | -1% | -2% | 2% | ?
> O=C(Cn1nc(C(F)(F)F)c2c1CCCC2)N1CCOCC1
→ -16% | 0% | 2% | 0% | 17% | -3 | 6% | -11% | 1% | -1% | 3%
> COc1ccccc1C1/C(=C(\O)c2ccc3c(c2)OCCO3)C(=O)C(=O)N1CCCN(C)C (centres undefined)
→ . | 0% | 1% | -3% | -3% | 0 | -7% | -10% | -3% | 9% | -3%
